Screening data deposited in PubChem BioAssay by National Center for Advancing Translational Sciences (NCATS).
D1 antag: antagonists of human D1 dopamine receptor. P21728. HEK293 TREx D1 cells, calcium flux, dopamine EC80; active compounds read low. activity change, negative = inhibition, % at 10 µM. 360,000 tested, 3.2% active. AID 504652; in the data active = activity change below about -30%; note: % is set by controls: 0 for no effect and ±100 for the full control effect
Target sequence (P21728 whole entry, looked up): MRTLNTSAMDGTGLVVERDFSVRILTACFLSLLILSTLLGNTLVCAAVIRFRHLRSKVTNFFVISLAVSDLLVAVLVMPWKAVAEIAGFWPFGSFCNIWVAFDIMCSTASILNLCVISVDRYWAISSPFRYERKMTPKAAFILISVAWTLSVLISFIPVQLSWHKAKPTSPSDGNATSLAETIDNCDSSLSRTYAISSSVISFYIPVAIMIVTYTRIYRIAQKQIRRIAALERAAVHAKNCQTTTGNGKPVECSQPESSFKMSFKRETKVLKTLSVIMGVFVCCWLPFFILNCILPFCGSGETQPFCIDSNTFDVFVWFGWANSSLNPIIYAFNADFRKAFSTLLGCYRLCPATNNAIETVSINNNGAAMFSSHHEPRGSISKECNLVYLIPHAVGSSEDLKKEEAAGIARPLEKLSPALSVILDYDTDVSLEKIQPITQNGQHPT
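After overnight tetracycline induction at 30 C, force-coupled D1 HEK293 cells took up a no-wash calcium dye at room temperature. Compounds were added and monitored 180 s, and the response to EC80 dopamine was then recorded.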
D1 potentiator: potentiators of human D1 dopamine receptor; 360,000 tested, 0.036% active; potentiation, % at 10 µM; P21728; HEK293 TREx D1 cells, calcium flux, dopamine EC20 potentiation; in the data active = potentiation above about 30%; note: 0% is about no effect
RXFP1 antag: antagonists of human relaxin receptor RXFP1; Q9HBX9; 350,000 tested, 0.59% active; activity change, negative = inhibition, % at 57.5 µM; HEK293-RXFP1, relaxin-stimulated cAMP HTRF, 30 min; active compounds read low;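 active = activity change of -60% or lower, but not beyond a set lower limit; inconclusive = change between -60% and -40%, or beyond the set limit; inactive = change above -40%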; note: % is set by controls: 0 for no effect and ±100 for the full control effect
Anesthetic bind: candidate novel general anesthetic via apoferritin binding; P02791; apoferritin/1-aminoanthracene competitive binding, fluorescence; Potency, µM (highest dose often 77.5 µM), for inactives: at the top dose activity change, negative = displacement, usual class: inhibitors; 350,000 tested, 0.074% active; AID 485281; note: potency is the fitted concentration of half-maximal effect; % is set by controls: 0 for no effect and ±100 for the full control effect; nearly all actives have a fitted effect of over 20% in size
Target sequence (P02791 2-175 limits assumed): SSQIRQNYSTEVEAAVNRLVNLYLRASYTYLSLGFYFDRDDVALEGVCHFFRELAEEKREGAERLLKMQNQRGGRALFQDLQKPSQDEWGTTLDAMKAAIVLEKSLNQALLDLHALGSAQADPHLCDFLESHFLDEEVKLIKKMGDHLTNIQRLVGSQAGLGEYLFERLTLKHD
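Read-out: endpoint 1-AMA fluorescence, excitation 380 nm and emission 535 nm, after compounds sit 10 min at room temperature with 10 uM horse-spleen apoferritin in 50% saturated 1-AMA/PBS. Values come from four-parameter Hill fits.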
D2 potentiator: positively modulates the human D2 dopamine receptor allosterically. P14416. HEK293 T-REx D2, calcium flux, EC20 dopamine potentiation. potentiation, % at 10 µM. 340,000 tested, 0.34% active;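 active = potentiation over 3 SD above the plate norm, cut at about 30% in these data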; note: 0% is about no effect
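Tetracycline-induced HEK293 T-REx cells force-coupled to calcium signalling expressed D2; compounds were pin-added after a 10 s baseline, read kinetically 180 s, then an EC20 dopamine challenge followed with a further 180 s calcium read.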
TRHR enhancer: TRH receptor (human) allosteric enhancement; P34981; TRHR cells, fluo-8 calcium fluorescence, EC20 TRH enhancement; enhancement, % at 2 µM; 360,000 tested, 0.66% active; in the data active = enhancement above about 30%; note: 0% is about no effect
Target sequence (P34981 whole entry, looked up): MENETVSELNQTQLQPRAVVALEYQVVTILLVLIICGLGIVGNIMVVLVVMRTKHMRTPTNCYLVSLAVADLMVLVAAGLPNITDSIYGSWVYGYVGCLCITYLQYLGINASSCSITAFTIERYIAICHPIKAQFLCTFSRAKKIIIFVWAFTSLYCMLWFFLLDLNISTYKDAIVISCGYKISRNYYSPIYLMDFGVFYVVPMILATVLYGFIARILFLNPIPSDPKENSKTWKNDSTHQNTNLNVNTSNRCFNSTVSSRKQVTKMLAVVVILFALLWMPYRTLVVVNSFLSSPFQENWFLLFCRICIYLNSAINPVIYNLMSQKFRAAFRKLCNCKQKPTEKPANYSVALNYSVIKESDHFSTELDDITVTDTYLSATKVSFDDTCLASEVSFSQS
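TRHR-expressing cells loaded with fluo-8 calcium dye were read kinetically (ex 480/em 530) during compound addition, then stimulated with an EC20 of TRH (10 nM final). Enhancement of the Gq-mediated intracellular calcium response was scored.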
D1 ag: agonists of human D1 dopamine receptor; P21728; HEK293 T-REx D1 cells, calcium flux, agonist mode; activation, % at 2 µM; 360,000 tested, 1% active; AID 504660; in the data active = activation above about 30%; note: 0% is about no effect
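Inducible HEK293 T-REx D1 cells, force-coupled to calcium signalling, were plated at 4000 cells/well with tetracycline and held overnight at 30 C. After no-wash calcium dye loading, compound-evoked calcium rise over 180 s flagged agonists.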
TRHR agonist: TRH receptor (human) agonism. P34981. TRHR cells, calcium flux fluo-8, FDSS agonist mode. activation, % at 2 µM. 360,000 tested, 0.18% active; in the data active = activation above about 30%; note: 0% is about no effect
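Steps: seed TRHR cells overnight; add fluo-8 no-wash Ca dye, RT 30 min–1.5 h; record 10 s baseline; pin-transfer compounds; monitor fluorescence 1 cycle/s for the agonist window. Calcium increases flag candidate agonists.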
RXFP1 ag: agonists of human relaxin receptor RXFP1 | Q9HBX9 | HEK293T-RXFP1 cAMP TR-FRET, 30 min; response scale: percent of porcine relaxin response, buffer zero | Potency, µM (highest dose often 57.5 µM), without a hit: at the top dose activation, hits mostly activators | 370,000 tested, 0.3% active | AID 2676; note: potency is the fitted concentration of half-maximal effect; % is set by controls: 0 for no effect and ±100 for the full control effect; nearly all actives have a fitted effect of over 60% in size; many of its hits are not listed in these tables
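Agonist response is measured as cAMP accumulation in an RXFP1-transfected HEK293T line under PDE4 inhibition. Values are scaled between buffer-only and 29 nM porcine relaxin, and EC50s come from standard Hill equation fits.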
The depositor's hits bear a star; ? = inconclusive; / = not tested or not shown; [ ] = another dose, or the depositor's remark. Unless noted, calls come from the whole dose curve; as a rule, active = well fitted curve in the direction sought with a large enough effect; inconclusive = small, poorly fitted or top-dose-only effect, or another doubt; inactive = no such curve, though single readings can be large; an effect the other way counts as inactive or inconclusive.

Start of the listing, in advance:
SMILES | D1 antag | D1 potentiator | RXFP1 antag | Anesthetic bind | D2 potentiator | TRHR enhancer | D1 ag | TRHR agonist | RXFP1 ag
COCCCNC(=O)c1ccc2c(c1)ncn2-c1ccccc1OC | 7 | -3 | -6 | 7% | 10 | 2 | 3 | -1.4 | 0.4%
CCC/C(=N\NC(=O)c1ccco1)c1ccc(Cl)s1 | 13 | -4 | -8 | -8% | -8 | -4 | -1 | -1.4 | 2.3%
O=C(Cc1ccc(-c2ccccc2)cc1)NNC(=S)NCc1ccco1 | 7 | -4 | -6 | -9% | 4 | 1 | 5 | 0.2 | -0.6%
Cn1ccc2c([N+](=O)[O-])cccc2c1=O | 12 | 4 | -3 | -6% | -4 | -3 | 0 | 0.0 | 0.1%
Cc1c(C(=O)NCCc2ccccc2)oc2ccccc12 | -4 | -14 | -19 | -12% | 0 | -6 | 4 | 7.8 | 1.4%
COc1cc(OC)cc(C(=O)Nc2ncc3c(n2)CC(C)CC3=O)c1 (centres undefined) | 14 | -3 | 11 | -9% | -2 | -10 | 1 | -0.3 | 0.8%

Results, repeating the preview:
SMILES | D1 antag | D1 potentiator | RXFP1 antag | Anesthetic bind | D2 potentiator | TRHR enhancer | D1 ag | TRHR agonist | RXFP1 ag
COCCCNC(=O)c1ccc2c(c1)ncn2-c1ccccc1OC | 7 | -3 | -6 | 7% | 10 | 2 | 3 | -1.4 | 0.4%
CCC/C(=N\NC(=O)c1ccco1)c1ccc(Cl)s1 | 13 | -4 | -8 | -8% | -8 | -4 | -1 | -1.4 | 2.3%
O=C(Cc1ccc(-c2ccccc2)cc1)NNC(=S)NCc1ccco1 | 7 | -4 | -6 | -9% | 4 | 1 | 5 | 0.2 | -0.6%
Cn1ccc2c([N+](=O)[O-])cccc2c1=O | 12 | 4 | -3 | -6% | -4 | -3 | 0 | 0.0 | 0.1%
Cc1c(C(=O)NCCc2ccccc2)oc2ccccc12 | -4 | -14 | -19 | -12% | 0 | -6 | 4 | 7.8 | 1.4%
COc1cc(OC)cc(C(=O)Nc2ncc3c(n2)CC(C)CC3=O)c1 (centres undefined) | 14 | -3 | 11 | -9% | -2 | -10 | 1 | -0.3 | 0.8%
Clc1cccc(-c2ccc(/C=N/n3cnnc3)o2)c1Cl | -61* | -5 | -15 | 0% | -26 | -2 | 1 | -1.1 | 4.6%
O=C(COC(=O)COc1ccccc1[N+](=O)[O-])Nc1ccc(S(=O)(=O)N2CCCCC2)cc1 | -18 | -13 | 11 | ? | 13 | 15 | 7 | 0.2 | -0.9%
Cn1cnnc1SCc1ccccc1Br | 11 | 15 | -9 | -22% | -20 | 2 | 1 | 0.2 | 0.2%
C=CCn1c(SCC(=O)c2ccc(OC)cc2)nnc1-c1ccc2c(c1)OCO2 | -30 | 0 | -11 | ? | 11 | -1 | 1 | -0.8 | 1.8%
COc1cc2c(cc1OC)CN(C(=O)CCOc1ccccc1C)CC2 | -8 | -1 | 2 | -7% | -7 | 0 | 3 | 1.0 | -1.1%
C=CCN(c1ccccc1)S(=O)(=O)c1cc(C(=O)NC2=NCCS2)ccc1Cl | -3 | -5 | -2 | ? | -2 | 5 | 2 | -1.3 | 0.1%
Cc1cccc(-n2c(Cc3ccccc3)nnc2SCc2nc(-c3cccs3)no2)c1 | -22 | 0 | / | -2% | 0 | -11 | 9 | 1.1 | 1.5%
COc1ccc(CCNS(=O)(=O)c2ccc(Cl)s2)cc1OC | 13 | -2 | -4 | -12% | 8 | -1 | -1 | -0.2 | 1.1%
O=C(CSc1nc(=O)n2ccccc2n1)N1CCN(c2ccccc2)CC1 | 3 | -3 | 25 | / | -1 | -4 | 2 | -0.1 | 20%
CC(=O)Nc1ccc(S(=O)(=O)N2CCN(C34CC5CC(CC(C5)C3)C4)CC2)cc1 | -10 | -6 | -2 | -10% | 9 | -2 | 4 | -0.1 | 0.0%
COc1cc(/C=N/Nc2nc(Nc3ccccc3)nc(-n3nc(C)cc3C)n2)cc(OC)c1OC | 1 | 0 | 1 | -5% | 4 | 9 | 0 | 0.7 | 0.3%
Cc1ccc(NC(=S)N(CCCN2CCC(C)CC2)Cc2ccco2)cc1 | 4 | -3 | -16 | -10% | -17 | 2 | 4 | 0.1 | 1.0%
CC(C)(C)c1ccc(OCC(=O)Nc2c(C(=O)c3ccc(F)cc3)oc3ccccc23)cc1 | 0 | 8 | 9 | -5% | 5 | -1 | 1 | -0.8 | 0.0%
CC1CN(C2=NC(=O)/C(=C/c3ccncc3)S2)CC(C)O1 (centres undefined) | -1 | 2 | -10 | -2% | 10 | -4 | 0 | 0.1 | -0.7%
COc1cc(C2NC(=O)NC(O)(C(F)(F)F)C2C(=O)c2ccc(Cl)cc2)ccc1O (centres undefined) | -8 | 3 | -13 | -13% | -10 | -9 | 1 | 0.0 | 0.0%
COCCn1c(N/N=C(C)/C=C/c2ccccc2)nc2c1c(=O)[nH]c(=O)n2C | 7 | -4 | / | -7% | 7 | 0 | 1 | -3.0 | 4.3%
CCC1CCCCN1C(=O)NC(=O)c1ccccc1 (centres undefined) | 12 | -10 | 5 | -2% | / | 2 | 3 | 1.7 | 1.5%
O=C(NCc1cccnc1)C12CC3CC(CC(Cl)(C3)C1)C2 | 20 | -2 | -11 | -18% | -3 | 3 | 1 | -0.3 | 3.1%
O=c1[nH]c(SCc2ccccc2)nc2ccsc12 | 4 | -4 | -13 | ? | -6 | 2 | 1 | 0.4 | 1.0%
N#Cc1ccccc1OCC(=O)N1CCN(C(=O)c2ccco2)CC1 | 3 | -2 | 22 | -1% | 0 | 3 | 2 | 0.2 | -1.2%
Cn1c(=O)c2c(nc(NCCc3ccccc3)n2Cc2ccc(Cl)c(Cl)c2)n(C)c1=O | -3 | 0 | / | -8% | -20 | -15 | -1 | -0.8 | 6.2%
CC(C)C(NC(=O)C1CCC(C(C)(C)C)CC1)C(=O)NCCc1ccc(S(N)(=O)=O)cc1 (centres undefined) | -11 | -5 | 10 | -4% | -1 | 3 | 4 | 0.4 | -1.4%
CCOC(=O)c1sc(NC(=O)c2ccccc2C(=O)O)c(C(=O)OCC)c1C | 28 | -14 | -8 | -7% | 7 | 0 | 1 | 0.3 | 2.3%
CCC(C)(C)n1nnnc1C(c1ccc(OC)c(OC)c1)N1CCN(C(=O)c2ccco2)CC1 (centres undefined) | 0 | -2 | 5 | -9% | 0 | 26 | 1 | -0.4 | 1.5%
O=C(Nc1ccc(-c2nc3cc(NC(=O)c4ccccc4Cl)ccc3o2)cc1)c1ccccc1Cl | 6 | -1 | 1 | 0% | 1 | -6 | 3 | 0.4 | 2.7%
COc1cc(NC(=O)C2CCN(S(=O)(=O)c3ccc4c(c3)CCCC(=O)N4)CC2)cc(OC)c1 | -12 | 0 | / | -14% | -9 | -5 | 0 | 0.7 | -4.4%
Nc1cccc2c1C(=O)N(CC(=O)NC13CC4CC(CC(C4)C1)C3)C2=O | -1 | 10 | 0 | 172%[activator] | 0 | 0 | 6 | 2.6 | 7.4%
CCOC(=O)N1CCN(S(=O)(=O)c2ccc(C(=O)Nc3sc4c(c3C#N)CC(C)(C)NC4(C)C)cc2)CC1 | -10 | -12 | -3 | -13% | 17 | 4 | 1 | 1.3 | -2.3%
COc1ccc(S(=O)(=O)Nc2cccc(N(C)S(C)(=O)=O)c2)cc1C | -19 | -5 | 3 | 2% | -4 | -3 | 11 | 0.5 | -0.2%
COCCCNC(=O)Cn1nnc(-c2ccc(NC(=O)c3ccccc3F)cc2)n1 | 11 | 1 | -1 | 7% | 29 | 4 | 0 | -0.2 | 5.1%
CCOc1cc(C(=O)Nn2cnnc2)cc(OCC)c1OCC | -9 | -2 | 1 | -2% | -4 | 13 | 0 | 0.1 | -0.2%
O=C(COc1ccc(/C=N/NS(=O)(=O)c2ccccc2)cc1)NCCc1ccccc1 | -26 | 0 | -9 | -15% | -9 | 0 | 3 | -1.1 | -0.4%
C#CCNC(=O)C1=C[C@H](c2ccc3c(c2)OCO3)[C@@H](CCCO)[C@H](OCC)O1 | 29 | 1 | / | -7% | 0 | 4 | -4 | -0.1 | -0.1%
COC(OC)c1ccnc(-c2ccc(OC(=O)c3cccs3)cc2)n1 | 3 | 4 | -9 | -7% | -1 | 0 | 4 | 11 | 0.2%
CCC(=O)N(Cc1cc2ccc(C)cc2n2nnnc12)C1CCCCC1 | 9 | 2 | -7 | 2% | 14 | 0 | 0 | -0.8 | -0.1%
O=C(NC(Cc1c[nH]c2ccccc12)C(=O)OCC(=O)c1cccc2ccccc12)c1cccs1 (centres undefined) | 13 | -13 | -5 | -11% | 12 | 1 | 7 | 1.7 | 3.1%
O=S(=O)(c1ccccc1)c1ccc(N2CCCCCC2)cc1 | 1 | 7 | -8 | 95%[activator] | -4 | -1 | 3 | 0.0 | 0.2%
O=C1NCCCc2c1oc1ccc(O)cc21 | 15 | 8 | 16 | -4% | -7 | 3 | -1 | -0.7 | -0.1%
CCc1ccccc1-n1c2c(cc(-c3nc(-c4ccc(Cl)cc4)cs3)c1=O)C(=O)CC(C)(C)C2 | 0 | 1 | -1 | 3% | -4 | -9 | 1 | 1.0 | -7.9%
CS(=O)(=O)c1ccc(Cl)c(NC(=O)CCN2C(=O)C3CC=CCC3C2=O)c1 (centres undefined) | -4 | 1 | -2 | / | 6 | -2 | 2 | 0.2 | 0.2%
CC(C)(C)C1CCc2onc(C(=O)O)c2C1 (centres undefined) | -19 | -7 | 0 | -9% | 3 | 6 | 2 | 0.9 | 5.3%
O=C(NCc1ccccc1)c1ccc(S(=O)(=O)C(F)F)cc1 | 4 | -2 | 2 | -14% | -1 | -2 | 3 | -0.2 | 0.3%
Cc1ccc(NC(=O)Cn2c(=O)n(Cc3ccc4c(c3)OCO4)c(=O)c3ccccc32)cc1 | -9 | 3 | / | -2% | -9 | -1 | -1 | 0.9 | 2.3%

This is a subset (hit frequency here may not be typical).
